From PubChem BioAssay
A3A deaminase: APOBEC3A ssDNA deaminase inhibitors, primary screen, selectivity assay for APOBEC3G inhibitor project, biochemical, FAM/TAMRA oligo cleavage fluorescence. 0.41% of 330,000 active. AID 493011, 2011. DNA dC->dU-editing enzyme APOBEC-3A (Homo sapiens), P31941. inhibition, % at 20 µM. recombinant A3A, FAM/TAMRA ssDNA deamination fluorescence;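 active = at least 40% inhibition at 20 µM here, with at most 30% in a related deaminase screen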;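 also: plate controls were A3A with DMSO for no effect and wells lacking A3A enzyme for full effect; some results filed as inactive read as strong as hits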
Target sequence (P31941 whole entry, looked up): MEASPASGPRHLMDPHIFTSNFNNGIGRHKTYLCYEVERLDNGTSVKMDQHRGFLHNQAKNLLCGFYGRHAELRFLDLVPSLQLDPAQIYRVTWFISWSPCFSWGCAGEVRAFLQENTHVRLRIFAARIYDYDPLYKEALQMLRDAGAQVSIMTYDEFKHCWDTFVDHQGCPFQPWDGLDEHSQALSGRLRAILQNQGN
HKDC1 inh: HKDC1 hexokinase inhibitors, primary screen, biochemical, fluorescence, uHTS; Q2TB90; recombinant HKDC1, G6PDH/diaphorase resazurin coupled fluorescence; inhibition, % at 20 µM; 0.16% of 340,000 active;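 active = inhibition above about 35% when tested at 20 µM, limit read from the data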;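 also: plate controls were DMSO wells with enzyme for no effect and DMSO wells lacking enzyme for full effect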
Target sequence (Q2TB90 whole entry, looked up): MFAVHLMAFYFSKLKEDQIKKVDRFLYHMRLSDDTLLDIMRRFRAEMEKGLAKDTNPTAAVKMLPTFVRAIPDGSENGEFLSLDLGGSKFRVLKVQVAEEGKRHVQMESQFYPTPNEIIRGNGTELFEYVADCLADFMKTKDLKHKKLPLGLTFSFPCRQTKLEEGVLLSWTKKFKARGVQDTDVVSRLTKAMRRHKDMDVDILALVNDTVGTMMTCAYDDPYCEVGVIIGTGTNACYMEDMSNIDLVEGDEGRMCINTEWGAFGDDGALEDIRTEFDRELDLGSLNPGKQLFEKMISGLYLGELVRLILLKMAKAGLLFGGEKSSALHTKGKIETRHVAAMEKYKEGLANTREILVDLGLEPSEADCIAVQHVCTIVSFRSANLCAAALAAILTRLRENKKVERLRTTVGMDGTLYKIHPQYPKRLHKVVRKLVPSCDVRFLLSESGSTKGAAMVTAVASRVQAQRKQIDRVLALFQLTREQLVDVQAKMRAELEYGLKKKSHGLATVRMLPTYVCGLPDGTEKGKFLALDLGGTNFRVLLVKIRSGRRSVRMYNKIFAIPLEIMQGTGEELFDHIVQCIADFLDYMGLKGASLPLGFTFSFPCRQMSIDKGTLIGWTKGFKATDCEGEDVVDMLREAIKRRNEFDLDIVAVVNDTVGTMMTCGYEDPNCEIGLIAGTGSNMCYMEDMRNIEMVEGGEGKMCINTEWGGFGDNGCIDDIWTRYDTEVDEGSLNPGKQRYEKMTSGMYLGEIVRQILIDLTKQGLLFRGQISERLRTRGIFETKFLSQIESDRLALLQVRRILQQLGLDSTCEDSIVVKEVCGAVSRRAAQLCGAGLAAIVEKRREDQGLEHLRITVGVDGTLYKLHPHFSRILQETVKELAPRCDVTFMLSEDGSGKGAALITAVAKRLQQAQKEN
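Assay system – recombinant HKDC1 (HK5) hexokinase enzyme, produced in-house · Input – HKDC1 at 5 µg/mL · Reagent – glucose plus 1 mM ATP as hexokinase substrates · Timing – 90 min reaction incubation at room temperature, dark · Measured by – G6PDH/diaphorase-coupled fluorescence, 1 mM NADP, 100 µM resazurin, 525/613 nm · Benchmarks – DMSO-enzyme wells negative, buffer-substituted wells positive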
mIAP block: inhibitors of mouse IAP, primary screen, biochemical, luminescence, uHTS; intestinal alkaline phosphatase [Mus musculus]; 0.2% of 330,000 active; inhibition, % at 10 µM; AID 2806, 2010; purified mouse IAP, CDP-Star luminescence, 30 min;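 active = inhibition of at least 40% at 10 µM in the primary screen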;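 also: plate controls were DMSO with enzyme for no effect and no enzyme wells for full effect; values of inactives mirror those of a sister screen read the other way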
hIAP act: human IAP activators, primary screen, biochemical, luminescence, uHTS | activation factor at 10 µM | AID 2524, 2010 | purified human IAP, CDP-Star luminescence, 30 min; active compounds read high; 1 = vehicle-only enzyme, 0 = enzyme-free background | Intestinal-type alkaline phosphatase (Homo sapiens), P09923 | 0.16% of 330,000 active;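 active = activation factor of the enzyme at least 2-fold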; also: the source names both 10 and 20 µM as test concentration; values of inactives mirror those of a sister screen read the other way
PfG6PD inh: PfG6PD enzyme inhibitors, primary screen, biochemical, fluorescence intensity, uHTS; PfGluPho enzyme, NADPH resazurin-diaphorase fluorescence; inhibition, % at 20 µM; glucose-6-phosphate dehydrogenase-6-phosphogluconolactonase (Plasmodium falciparum 3D7); 0.78% of 350,000 active;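 active = inhibition reaching at least a set limit at 20 µM in the primary screen, cut at about 59% in these data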;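 also: 0% = DMSO wells with substrate and 100% = DMSO wells lacking glucose-6-phosphate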
ATG4B inh: ATG4B protease inhibitors, primary screen, biochemical, fluorescence, uHTS. Cysteine protease ATG4B (Homo sapiens), Q9Y4P1. ATG4B cleavage of LC3-PLA2, NBD-HPC fluorescence, 1 h. inhibition, % at 8.33 µM. 0.51% of 340,000 active. AID 504462, 2011; in the data active = inhibition above about 40%
mIAP activ: activators of mouse IAP, primary screen, biochemical, luminescence, uHTS; intestinal alkaline phosphatase [Mus musculus]; muIAP, CDP-Star luminescence, 30 min; active compounds read high; 1 = vehicle-only enzyme signal, 0 = enzyme-free wells; activation factor at 10 µM; 0.24% of 330,000 active; AID 2805, 2010;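 active = activation factor of at least 2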; also: the source names both 10 and 20 µM as test concentration; values of inactives mirror those of a sister screen read the other way
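Assay system: mouse IAP enzyme; Reagent: CDP-Star chemiluminescent phosphatase substrate; Compound: DMSO-dissolved test compounds; Incubation: 30 min, room temperature; Technique: luminescence from enzymatic CDP-Star hydrolysis; Controls: DMSO-only wells and no-enzyme negative control.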
hIAP block: human IAP inhibitors, primary screen, biochemical, luminescence, uHTS. 0.12% of 330,000 active. purified IAP, CDP-Star luminescence, 30 min. Intestinal-type alkaline phosphatase (Homo sapiens), P09923. inhibition, % at 10 µM. AID 2544, 2010;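 active = inhibition reaching a set limit with compound at 10 µM in the primary screen, cut at about 35% in these data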;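 also: plate controls were DMSO wells with enzyme for no effect and no-enzyme buffer wells for full effect; values of inactives mirror those of a sister screen read the other way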
An asterisk follows results filed as active.

For COc1cc2c(C#CCCO)c(-c3ccc(C#N)cc3)oc(=O)c2cc1OC the results were A3A deaminase -1, HKDC1 inh 1, mIAP block 5, hIAP act 1.1, PfG6PD inh 8, ATG4B inh -6, mIAP activ 0.95 and hIAP block -8.
For CC(=O)c1ccccc1NS(=O)(=O)c1cccc2nonc12 the results were A3A deaminase 1, HKDC1 inh -5, mIAP block 3, hIAP act 1, PfG6PD inh -15, ATG4B inh 4, mIAP activ 0.97 and hIAP block -3.
`Cc1cc(NC(=O)/C=C/c2ccccc2)c(C(C)C)cc1O` gave A3A deaminase -5, HKDC1 inh -4, mIAP block -6, hIAP act 1, PfG6PD inh -3, ATG4B inh -15, mIAP activ 1.1 and hIAP block -1.
`O=C(Cc1ccc(Cl)cc1Cl)OCC(=O)N1CCN(C(=O)c2ccco2)CC1` gave A3A deaminase -1, HKDC1 inh -9, mIAP block 3, hIAP act 1.3, PfG6PD inh -2, ATG4B inh -14, mIAP activ 0.97 and hIAP block -32.
O=C(/C=C/c1ccco1)N/C(=C\c1ccccc1)C(=O)NCCc1nc2ccccc2[nH]1 was read as A3A deaminase -2, HKDC1 inh -3, mIAP block 3, hIAP act 0.95, PfG6PD inh -14, ATG4B inh -11, mIAP activ 0.97 and hIAP block 5.
For CCSc1nc2ccccc2n1C(=O)Oc1ccccc1 the results were A3A deaminase -3, HKDC1 inh 2, mIAP block 2, hIAP act 0.85, PfG6PD inh 7, ATG4B inh -5, mIAP activ 0.98 and hIAP block 15.
`COC(=O)C1NC(=O)N2C(C(=O)OC)C(C)(C)S[C@H]12` (stereo not given in full) gave A3A deaminase -4, HKDC1 inh -1, mIAP block -4, hIAP act 1.2, PfG6PD inh 8, ATG4B inh -1, mIAP activ 1 and hIAP block -18.
`O=C(N/N=C/c1cn[nH]c1-c1ccc(F)cc1)c1ccncc1` gave A3A deaminase -1, HKDC1 inh -13, mIAP block 8, hIAP act 1.3, PfG6PD inh -6, ATG4B inh -11, mIAP activ 0.92 and hIAP block -26.
COc1ccc2nc(NC(=O)CSc3nnc4n3C(C)(C)Cc3ccccc3-4)sc2c1 was read as A3A deaminase -2, HKDC1 inh -6, mIAP block 8, hIAP act 1, PfG6PD inh -7, ATG4B inh 9, mIAP activ 0.92 and hIAP block -3.
Screening Cc1ccc(S(=O)(=O)N2CCC(C(=O)OC(C)C(=O)NC3CCCCC3C)CC2)cc1C (stereo not given) returned A3A deaminase -3, HKDC1 inh -5, mIAP block -15, hIAP act 0.87, PfG6PD inh 3, ATG4B inh -6, mIAP activ 1.2 and hIAP block 13.
`Cc1ccccc1-n1ncc(C(C)NS(=O)(=O)c2sccc2C)c1C` (stereo not given) gave A3A deaminase 6, HKDC1 inh -1, mIAP block 0, hIAP act 1, PfG6PD inh 8, ATG4B inh 0, mIAP activ 1 and hIAP block -3.
For CCN(CC)S(=O)(=O)c1cccc(NC(=O)CNc2cccc(S(=O)(=O)N3CCOCC3)c2)c1 the results were A3A deaminase 0, HKDC1 inh -1, mIAP block -9, hIAP act 1, PfG6PD inh 12, ATG4B inh -8, mIAP activ 1.1 and hIAP block -5.
`CCC(C)NC(=O)Cn1nc(Cc2ccncc2)c2ccccc2c1=O` (stereo not given) gave A3A deaminase -3, HKDC1 inh -2, mIAP block 3, hIAP act 0.98, PfG6PD inh -10, ATG4B inh -5, mIAP activ 0.97 and hIAP block 2.
Screening CNC(C)C#Cc1ccc2sc3cc(OC)c(OC)cc3c(=O)c2c1 (stereo not given) returned A3A deaminase -3, mIAP block -4, hIAP act 1.2, mIAP activ 1 and hIAP block -18.
O=C(c1cccc(S(=O)(=O)Nc2ccc(F)cc2)c1)N1CCC1 was read as A3A deaminase -2, HKDC1 inh -7, mIAP block 1, hIAP act 0.81, PfG6PD inh 12, ATG4B inh 7, mIAP activ 0.99 and hIAP block 19.
`CC(C)CNC1CS(=O)(=O)CC1O` (stereo not given) gave A3A deaminase -4, HKDC1 inh -8, mIAP block -3, hIAP act 0.98, PfG6PD inh -7, ATG4B inh -4, mIAP activ 1 and hIAP block 2.
O=c1[nH]c(=S)[nH]c2c1CN(Cc1ccc(F)cc1)CC2 was read as A3A deaminase -8, HKDC1 inh -5, mIAP block 3, hIAP act 1.1, PfG6PD inh -3, ATG4B inh -3, mIAP activ 0.97 and hIAP block -5.
COc1cccc(NC(=O)CCc2c(C)nc3nc(CNC(=O)c4cccc(F)c4)nn3c2C)c1 was read as A3A deaminase -3, HKDC1 inh -7, mIAP block -10, hIAP act 0.94, PfG6PD inh -6, ATG4B inh 1, mIAP activ 1.1 and hIAP block 6.
`Cc1cccc(C(=O)NCC(c2ccco2)N2CCc3ccccc32)c1` (stereo not given) gave A3A deaminase 0, HKDC1 inh 0, mIAP block -14, hIAP act 1.1, PfG6PD inh 7, ATG4B inh 7, mIAP activ 1.1 and hIAP block -6.
CSCC[C@H](NC(=O)[C@H](Cc1ccccc1)n1c(=O)[nH]c2ccccc2c1=O)C(=O)N1CCC[C@@H]1C(=O)O was read as A3A deaminase 1, HKDC1 inh -3, mIAP block 2, hIAP act 0.97, PfG6PD inh 4, ATG4B inh -10, mIAP activ 0.97 and hIAP block 3.

The closing 2 records of the part above lead into the next:
`Cc1cccc(C(=O)NCC(c2ccco2)N2CCc3ccccc32)c1` (stereo not given) gave A3A deaminase 0, HKDC1 inh 0, mIAP block -14, hIAP act 1.1, PfG6PD inh 7, ATG4B inh 7, mIAP activ 1.1 and hIAP block -6.
CSCC[C@H](NC(=O)[C@H](Cc1ccccc1)n1c(=O)[nH]c2ccccc2c1=O)C(=O)N1CCC[C@@H]1C(=O)O was read as A3A deaminase 1, HKDC1 inh -3, mIAP block 2, hIAP act 0.97, PfG6PD inh 4, ATG4B inh -10, mIAP activ 0.97 and hIAP block 3.
Screening COc1ccc(N2C3=[N+](CC2(C)O)c2ccccc2CC3)cc1 (stereo not given) returned A3A deaminase -4, HKDC1 inh -12, mIAP block 4, hIAP act 1.1, PfG6PD inh -7, ATG4B inh 4, mIAP activ 0.96 and hIAP block -6.
`CCN(C(=O)C12CC3CC(CC(C3)C1)C2)C1CCS(=O)(=O)C1` (stereo not given) gave A3A deaminase -1, HKDC1 inh -7, mIAP block -1, hIAP act 0.91, PfG6PD inh 5, ATG4B inh -2, mIAP activ 1 and hIAP block 9.
Screening CN(C)c1ccc(C(=O)NNC(=O)Nc2ccccc2)cc1 returned A3A deaminase -2, HKDC1 inh -9, mIAP block -1, hIAP act 0.98, PfG6PD inh 8, ATG4B inh -7, mIAP activ 1 and hIAP block 2.
For CCOC(=O)N1CCN(c2ccc3nnnn3n2)CC1 the results were A3A deaminase 0, HKDC1 inh -5, mIAP block -2, hIAP act 1, PfG6PD inh -7, ATG4B inh 3, mIAP activ 1 and hIAP block -3.
O=C(COC(=O)c1ccc(O)cc1)Nc1ccccc1[N+](=O)[O-] was read as A3A deaminase 1, HKDC1 inh 5, mIAP block -5, hIAP act 0.93, PfG6PD inh -12, ATG4B inh -3, mIAP activ 1 and hIAP block 7.
Screening Cc1nc(NCc2ccccn2)c2ccccc2n1 returned A3A deaminase -1, HKDC1 inh -7, mIAP block -8, hIAP act 1, PfG6PD inh -11, ATG4B inh 3, mIAP activ 1.1 and hIAP block -1.
CC(C)NC(=O)c1ccccc1NC(=O)c1ccccc1N(C)S(C)(=O)=O was read as A3A deaminase 2, HKDC1 inh -6, mIAP block 10, hIAP act 0.83, PfG6PD inh -5, ATG4B inh 1, mIAP activ 0.9 and hIAP block 17.
Screening CC(=O)C[C@@H](O)CC(=O)[C@H]1OC(=O)CCCCCc2ccccc21 returned A3A deaminase -6, HKDC1 inh -3, mIAP block -6, hIAP act 0.84, PfG6PD inh 17, mIAP activ 1.1 and hIAP block 16.
For CN(n1cnc2ccccc2c1=O)S(C)(=O)=O the results were A3A deaminase -3, HKDC1 inh -4, mIAP block 11, hIAP act 1, PfG6PD inh 7, ATG4B inh -7, mIAP activ 0.89 and hIAP block 0.
For CN(C(=O)CSc1nc2ccccc2o1)C1CCCCC1 the results were A3A deaminase -1, HKDC1 inh -9, mIAP block 5, hIAP act 0.94, PfG6PD inh 7, ATG4B inh -1, mIAP activ 0.95 and hIAP block 6.
`CC(C)Cc1nnc(NC(=O)c2ccncc2)s1` gave A3A deaminase -3, HKDC1 inh -1, mIAP block 13, hIAP act 0.89, PfG6PD inh -20, ATG4B inh 0, mIAP activ 0.87 and hIAP block 11.
O=C(O)/C=C/C(=O)Nc1ccccc1C(=O)OCC(=O)c1ccc2c(c1)OCCO2 was read as A3A deaminase 6, HKDC1 inh 0, mIAP block -4, hIAP act 1, PfG6PD inh -2, ATG4B inh -1, mIAP activ 1 and hIAP block -3.
CC(C)(C)c1ccc(C(=O)NC(=S)NCc2cccnc2)cc1 was read as A3A deaminase -3, HKDC1 inh 4, mIAP block 12, hIAP act 0.97, PfG6PD inh -8, ATG4B inh 3, mIAP activ 0.88 and hIAP block 3.
Cc1cccc(OCc2ccc(C(=O)N3CCOCC3)o2)c1 was read as A3A deaminase -4, HKDC1 inh -6, mIAP block 3, hIAP act 1.2, PfG6PD inh -6, ATG4B inh 2, mIAP activ 0.97 and hIAP block -21.
For CCc1c(C)nc2nc(NC(C)=O)[nH]n2c1=O the results were A3A deaminase -11, HKDC1 inh -6, mIAP block -3, hIAP act 1.2, PfG6PD inh 3, ATG4B inh 2, mIAP activ 1 and hIAP block -18.
Cc1cc(C)cc(N(CC(=O)NCC2CCCO2)C(=O)CCC(=O)Nc2cc(C)on2)c1 (stereo not given) was read as A3A deaminase 0, HKDC1 inh -4, mIAP block -9, hIAP act 1.1, PfG6PD inh -20, ATG4B inh -15, mIAP activ 1.1 and hIAP block -12.
Screening C=CCNC(=O)NC(=O)COC(=O)COc1ccc(Br)cc1F returned A3A deaminase -1, HKDC1 inh -2, mIAP block -6, hIAP act 0.94, PfG6PD inh -11, ATG4B inh 2, mIAP activ 1.1 and hIAP block 6.
For Cc1ccnc(NC(=O)CNC(=O)c2ccco2)c1 the results were A3A deaminase 2, HKDC1 inh 3, mIAP block 4, hIAP act 0.97, PfG6PD inh -7, ATG4B inh -1, mIAP activ 0.96 and hIAP block 2.
For Cn1nnc(NC(=S)NC(=O)c2cccc3c(Br)cccc23)n1 the results were A3A deaminase -10, HKDC1 inh 4, mIAP block 12, hIAP act 0.99, PfG6PD inh 5, ATG4B inh -10, mIAP activ 0.88 and hIAP block 1.

Quoted at random: two entries already listed, in no set order.
O=C(O)/C=C/C(=O)Nc1ccccc1C(=O)OCC(=O)c1ccc2c(c1)OCCO2 was read as A3A deaminase 6, HKDC1 inh 0, mIAP block -4, hIAP act 1, PfG6PD inh -2, ATG4B inh -1, mIAP activ 1 and hIAP block -3.
O=C(/C=C/c1ccco1)N/C(=C\c1ccccc1)C(=O)NCCc1nc2ccccc2[nH]1 was read as A3A deaminase -2, HKDC1 inh -3, mIAP block 3, hIAP act 0.95, PfG6PD inh -14, ATG4B inh -11, mIAP activ 0.97 and hIAP block 5.
